# Screening results (PubChem BioAssay)
# L3MBTL1 inh = qHTS Assay for the Inhibitors of L3MBTL1. Lethal(3)malignant brain tumor-like protein 1 (Homo sapiens), Q9Y468. AlphaScreen L3MBTL1–H3K9me1 peptide binding. 0.66% of 230,000 active. AID 485360, 2010. Potency, µM (titrated, usually from 57.1 µM), inactives show at the top dose activity, negative = inhibition, hits mostly inhibitors; active = well fitted inhibition curve with a large enough effect; inconclusive = small, poorly fitted or top-dose-only effect; inactive = no such curve, though single readings can be large or run the other way; note: nearly all actives have a fitted effect of over 60% in size
# Target sequence (Q9Y468 whole entry, looked up): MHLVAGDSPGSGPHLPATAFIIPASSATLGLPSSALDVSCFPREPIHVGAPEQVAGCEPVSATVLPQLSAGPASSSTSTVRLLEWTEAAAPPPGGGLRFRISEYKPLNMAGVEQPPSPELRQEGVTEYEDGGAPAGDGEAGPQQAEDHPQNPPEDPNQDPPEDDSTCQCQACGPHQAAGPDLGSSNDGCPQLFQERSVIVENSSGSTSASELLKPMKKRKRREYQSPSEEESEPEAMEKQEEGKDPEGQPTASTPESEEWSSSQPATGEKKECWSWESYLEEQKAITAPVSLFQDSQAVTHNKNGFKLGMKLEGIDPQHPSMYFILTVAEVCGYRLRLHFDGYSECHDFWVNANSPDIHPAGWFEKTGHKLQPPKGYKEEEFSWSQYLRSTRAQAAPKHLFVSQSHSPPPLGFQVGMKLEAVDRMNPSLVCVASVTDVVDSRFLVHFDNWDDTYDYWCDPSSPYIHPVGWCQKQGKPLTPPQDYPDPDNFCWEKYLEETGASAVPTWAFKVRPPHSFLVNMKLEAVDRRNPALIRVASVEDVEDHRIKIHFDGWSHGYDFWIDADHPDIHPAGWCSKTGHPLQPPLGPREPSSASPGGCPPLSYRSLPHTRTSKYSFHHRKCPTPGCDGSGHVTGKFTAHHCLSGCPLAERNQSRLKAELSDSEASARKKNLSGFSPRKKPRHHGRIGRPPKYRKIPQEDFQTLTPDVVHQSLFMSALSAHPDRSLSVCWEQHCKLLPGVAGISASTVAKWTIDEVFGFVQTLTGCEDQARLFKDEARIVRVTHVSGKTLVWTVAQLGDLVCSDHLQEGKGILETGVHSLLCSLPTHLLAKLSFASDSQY
#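 Displacement of a biotinylated histone H3(1-15) peptide monomethylated at Lys9 (75 nM) from L3MBTL1 (50 nM) was measured by AlphaScreen after a 30 min room-temperature compound incubation; cefsulodin titration served as intraplate control.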
# * hit, by the source's call; ? = inconclusive; [ ] = dose if it differs, or a comment. % is set by controls: 0 for no effect and ±100 for the full control effect; potency is the fitted concentration of half-maximal effect. A portion of the library; count on the stated rates, not on these rows.
SMILES,L3MBTL1 inh
CC(=O)Nc1ccc(S(=O)(=O)NCCC(=O)OCC(=O)c2ccccc2)cc1,6%
O=C(CCSc1ccc(F)cc1)NNC(=O)c1ccc([N+](=O)[O-])cc1,-3%
CCc1cc(=O)oc2cc(OCC(=O)NCC3CCC(C(=O)O)CC3)ccc12 (stereo not drawn),6%
COc1ccc(CC(=O)Nc2ccc(S(=O)(=O)N3CCC(C)CC3)cc2)c(OC)c1,-2%
COc1ccc(CCNC(=O)COC(=O)c2cccs2)cc1,2%
C=CCn1c(SCC(=O)NC2(C)CCS(=O)(=O)C2)nc2ccccc21 (stereo not drawn),3%
C=CC[C@@H](CC(=O)N[C@H](CO)Cc1ccccc1)C(=O)N[C@@H](COC(=O)[C@H](CC=C)CC(=O)OC(C)(C)C)Cc1ccccc1,-6%
Cc1cc(C)c(CN2CCN(C(=O)Cn3cnc4c(NCc5ccccc5)ncnc43)CC2)c(C)c1,-2%
Cc1ccc(C(=O)NNC(=O)c2ccncc2)cc1S(=O)(=O)N1CCOCC1,10%
CC(C(=O)O)C(=O)O,-4%
COc1ccccc1N1CCN(CCN2C(=O)C3CCCCN3C2=O)CC1 (stereo not drawn),-3%
CC(=O)Nc1cccc(-c2cnc(N)c(C(=O)c3cccnc3)n2)c1,-1%
CN1CCN(S(=O)(=O)c2cccc(C(=O)N(C)Cc3c(F)cccc3Cl)c2)CC1,3%
NS(=O)(=O)c1ccc(CCNC(=O)CCC(=O)c2cccs2)cc1,-5%
Cc1ccc(NS(=O)(=O)c2cccc(C(=O)N3CCCC(C)C3)c2)cc1 (stereo not drawn),0%
COc1ccccc1NS(=O)(=O)c1ccc(C(=O)N2CCN(c3ccccn3)CC2)cc1,8%
CC1(NC(=O)c2cccc(S(=O)(=O)N3CCN(c4ccc(F)cc4)CC3)c2)CCS(=O)(=O)C1 (stereo not drawn),-8%
Cc1ccc(NC(=O)COC(=O)[C@@H]2CC(O)CN2S(=O)(=O)c2ccc3c(c2)OCCO3)cc1 (stereo partly drawn),5%
CCN(CC(=O)Nc1c(F)cccc1F)C(=O)c1ccc(N2CCCC2)c([N+](=O)[O-])c1,21%
O=C1CCc2cc(S(=O)(=O)N3CCCCC3)cc3c2N1CC3,?
CCCSc1ccc([C@@H]2[C@H]3C(=O)N(CC)C(=O)[C@H]3[C@]3(C(=O)OC)CCCCN23)cc1,-4%
CCN(CC)S(=O)(=O)c1ccc(OC)c(NC(=O)c2ccc(N3CCCC3=O)cc2)c1,3%
CSc1ncccc1C(=O)OCC(=O)N1CCN(C(=O)c2ccco2)CC1,-1%
Cc1ccc(S(=O)(=O)N2CCN(C(=O)Cc3sc(C)nc3-c3ccc(F)cc3)CC2)c(C)c1,-10%
Cc1ccc2sc(N(CCCN(C)C)C(=O)c3ccc(S(=O)(=O)N4CCc5ccccc5C4)cc3)nc2c1C,-10%

# (continued)
SMILES,L3MBTL1 inh
Cc1ccc2sc(N3CCN(C(=O)C4=COCCO4)CC3)nc2c1C,-3%
COC(=O)[C@]1(Cc2ccccc2)N[C@H](CN(C)S(=O)(=O)c2ccc(OC)cc2)[C@@H]2C(=O)N(C)C(=O)[C@@H]21,-1%
O=C(c1ccc(S(=O)(=O)N2CCCCCC2)cc1)N1CCCC(C(F)(F)F)C1 (stereo not drawn),8%
O=C(Nc1ccc2[nH]ncc2c1)c1ccccc1,-3%
CCCCN(C(=O)C1CC1)C1CCS(=O)(=O)C1 (stereo not drawn),29%
c1ccc(-c2cncn2-c2ccccc2)cc1,-24%
CC(=O)Nc1ccc(S(=O)(=O)NC2CC3CCC2C3)cc1 (stereo not drawn),2%[2.29 µM]
CCc1ccccc1NC(=O)CNC(=O)CNC(=O)C1CCCCC1,9%
O=C(N/N=C/c1cc(O)ccc1Br)c1cccnc1,?
Cc1ccc(S(=O)(=O)N2CCC[C@H]2C(=O)OCC(=O)N2CCc3ccccc32)cc1,3%
COc1cc(C(=O)N2CCN(c3ccccc3O)CC2)ccc1OCC(=O)N1CCOCC1,-1%
CC(CNC(=O)Cn1cnc2c(OCc3ccccc3)ncnc21)c1ccccc1 (stereo not drawn),0%
COc1ccc(NC(=O)COC(=O)CO/N=C(\C)c2ccc3c(c2)OCO3)cc1S(N)(=O)=O,0%
Cc1c(Cl)cnc(NC(=O)COC(=O)C2CCCC2)c1Cl,-13%
CCCCCc1ccc(-c2cn(Cc3ccc(C(=O)c4ccccc4)cc3)nn2)cc1,-1%
COc1ccc(N2CCN(C(=O)COC(=O)CCc3ccccc3)CC2)cc1,0%
O=C(CCNC(=O)c1ccc(Br)cc1)NNC(=O)C1COc2ccccc2O1 (stereo not drawn),1%
COc1ccc(-c2nc3ccc(C)cc3c(=O)o2)cc1OC,2%
O=C1Nc2ccccc2C1=Nc1cccc(Cl)c1,4%
C[C@H]1COC(=O)[C@@H](Cc2ccc(F)cc2)C/C=C\C[C@@H](CC(=O)NCCO)C(=O)N1,4%
CCCCNC(=O)[C@]1(C)CCC[C@@]2(C)C3CC[C@@]4(C)C[C@]3(CCC21)CC4=O (stereo partly drawn),3%
O=C(Nc1ccccc1C(=O)N1CCOCC1)c1cc2ccccc2o1,0%
Cn1ccc(NC(=O)c2ccc(Cl)cc2Cl)n1,10%
COc1ccc(OC)c(NC(=O)/C=C/c2ccc(S(=O)(=O)N3CCOCC3)cc2)c1,-8%
Cc1cccc(C)c1NC(=O)CNC(=O)c1ccc(N2CCCC2=O)cc1,-11%

# The list continues.
SMILES,L3MBTL1 inh
COc1cccc(CSc2nnc(-c3ccncc3)n2C)c1,0%
COc1cccc(N2CCN(C(=O)c3cc(-c4ccccc4)nc4c3cnn4C(C)C)CC2)c1,-15%
COc1ccc(C2(c3ccc(OC)cc3)NC(=O)N(CC(=O)N(C)C3CCC(C)CC3)C2=O)cc1 (stereo not drawn),-3%
O=C(Nc1nnc(CCc2ccccc2)s1)c1ccccc1F,9%
CCOc1ccc(NS(=O)(=O)c2ccc(C(=O)NCC(c3ccco3)N(C)C)cc2)cc1 (stereo not drawn),-4%
CCN(CC(=O)Nc1ccccc1OC)C(=O)c1ccccc1Sc1ccccc1C#N,5%
O=C(NCC(c1ccco1)N1CCc2ccccc2C1)c1ccc(Cl)c([N+](=O)[O-])c1 (stereo not drawn),-11%
CCOC(=O)c1ccc(-c2c(-c3ccc4c(c3)OCO4)noc2C)cc1F,12%
COc1ccc(C(=O)NCCS(=O)(=O)NCc2ccc(F)cc2)cc1,11%
O=C(Nc1nc(-c2ccc(Cl)cc2)cs1)C1=COCCO1,-5%
COc1ccc(N2CCN(C(=O)COC(=O)COc3ccc(C#N)cc3)CC2)cc1,-7%
Cc1cccc(NC(=O)CN(CC2CCCO2)C(=O)c2cc(S(=O)(=O)N(C)C)ccc2F)c1C (stereo not drawn),-3%
CC(=O)Nc1ccc(CCc2nc3ccccc3[nH]2)cc1,-5%
COc1cc(C2c3c(c(C)c(C)oc3=O)Oc3c(C)c(C)oc(=O)c32)ccc1OS(=O)(=O)c1ccc(C)cc1,-5%
CC(=O)c1cccc(NC(=O)C2C3CCC(C3)C2C(=O)O)c1 (stereo not drawn),-1%
COc1cc(OC)cc(C(=O)N[C@H](C(=O)OCC(=O)Nc2cccnc2Cl)C(C)C)c1,4%
C=C1C[C@H](O)[C@@H]2[C@H](OC(=O)[C@H]2C)[C@H]2[C@H](C)[C@@H](O)C[C@@H]12,2%
COc1ccc(C(=O)NC2CCN(S(=O)(=O)c3ccc(C)cc3)CC2)cc1,-2%
COc1cccc(C(=O)Nc2ccc(C(=O)c3ccccc3)cc2)c1,5%
COc1ccc(C2=NN(C(=O)CCC(=O)O)C(c3ccc(OC)cc3)C2)cc1 (stereo not drawn),2%
CN(C(=O)COc1ccc(-c2nnco2)cc1)C1CCS(=O)(=O)C1 (stereo not drawn),1%
C#CCOCCOCCOCCNc1nc(N2CCN(C(=O)CCCCCCCCCCNC(=O)Cn3cc(CCCCCN)nn3)CC2)nc(N2CCN(C(=O)CCCCCCCCCCNC(=O)Cn3cc(C[C@@H](C)O)nn3)CC2)n1,6%
CCN(CC)C(=O)c1ccc(-c2nnc(Nc3ccc(O)cc3)c3ccccc23)cc1,-1%[2.29 µM]
O=C(Nc1ccc(Cl)c(S(=O)(=O)N2CCOCC2)c1)c1cc2ccccc2oc1=O,2%
COc1cccc(OCc2nn[nH]n2)c1,0%

# Two records drawn at random from the list so far:
SMILES,L3MBTL1 inh
COc1ccc(C2=NN(C(=O)CCC(=O)O)C(c3ccc(OC)cc3)C2)cc1 (stereo not drawn),2%
C=C1C[C@H](O)[C@@H]2[C@H](OC(=O)[C@H]2C)[C@H]2[C@H](C)[C@@H](O)C[C@@H]12,2%

# Other compounds follow:
SMILES,L3MBTL1 inh
COc1ccc(S(=O)(=O)N2CCCCC2)cc1NS(=O)(=O)c1ccc(CNC(C)=O)cc1,22%
CC1CCCCN1S(=O)(=O)CCNC(=O)c1ccccc1 (stereo not drawn),5%
O=C(NNC(=O)C1CCC1)c1ccc(Br)cc1,-7%
CC[C@]12c3[nH]c4cc(CCC(=O)N(C)C)ccc4c3CCN1C(=O)[C@@H](CC(=O)NCCc1ccccn1)C[C@@H]2C(=O)N1CCN(C(=O)C2CC2)CC1,4%
Cc1c(Cl)cnc(NC(=O)CSc2nnnn2C)c1Cl,-2%
CCOc1ccc(NC(=O)CN(C)C(=O)C2CC(=O)N(CCc3ccccc3)C2)cc1OCC (stereo not drawn),7%
O=Cc1ccc(OCCCOc2cccc3cccnc23)cc1,-10%
CCN(CC(=O)Nc1c(F)cccc1F)C(=O)CCN1C(=O)c2cccc([N+](=O)[O-])c2C1=O,7%
Cc1cc(OCC(=O)NCC(c2cccs2)N2CCOCC2)ccc1C(C)C (stereo not drawn),2%
O=C(OCC(=O)C12CC3CC(CC(C3)C1)C2)c1ccc(CO)cc1,2%
Cc1ccccc1N1CCN(CCC(=O)Nc2ccc(F)cc2)CC1,6%[2.29 µM]
CCOC(=O)c1c(C)[nH]c(C)c1C(=O)COC(=O)Cc1n[nH]c(=O)c2ccccc12,-5%
COc1cc(C#Cc2ccc3cc(CCCO)oc(=O)c3c2)cc(OC)c1,1%
O=C(c1ccc(Cl)c(Cl)c1)N1CCN(c2ccccn2)CC1,-3%
COc1ccc(OCCC(=O)OCC(=O)NC2CCCCC2)cc1,-9%
O=C(NCCCn1ccnc1)c1ccc(Cl)c(Cl)c1,-5%
CC12CCC(=O)N1C(C(=O)Nc1cccc(S(=O)(=O)N3CCCCCC3)c1)CS2 (stereo not drawn),-4%
CCOc1ccc(C(=O)C(C)OC(=O)Cn2c(C)csc2=O)cc1 (stereo not drawn),4%
Cc1ccc(-n2c(-c3ccc(Cl)cc3Cl)n[nH]c2=S)cc1,0%
C[C@H](NC(=O)c1nc[nH]c1C(=O)N[C@@H](Cc1ccccc1)C(=O)OC(C)(C)C)C(=O)OCc1ccccc1,0%
CCc1ccc([C@@H]2CC=C(C(=O)O)[C@H](c3ccccc3)N2S(=O)(=O)c2ccc(C)cc2)cc1,2%
COc1cc2c(cc1OC)C(=O)N1[C@H]3c4cc(C)ccc4OC[C@@H]3[C@H](c3ccccc3)[C@]1(C)C(=O)N2,-1%
[O-][n+]1c2ccccc2cc2ccccc21,6%
C=CCC[C@H](Cc1ccc(F)cc1)C(=O)OC[C@@H](Cc1c[nH]c2ccccc12)NC(=O)[C@@H](CC=C)CC(=O)N[C@H](CO)Cc1ccccc1,-1%
Cc1cnc(C(=O)OC(C)C(=O)NC2CCCc3ccccc32)cn1 (stereo not drawn),1%

# More entries:
SMILES,L3MBTL1 inh
COc1ccc(C(=O)NC(C(=O)OCC(=O)Nc2sccc2C(N)=O)C(C)C)cc1 (stereo not drawn),-7%
CC(=O)Nc1ccc(S(=O)(=O)N2CCCC2)cc1,-2%
CCCNc1nc2c(c(=O)n(C)c(=O)n2C)n1CCCc1ccccc1,-5%
CC(=O)Nc1ccc(C(=O)COC(=O)CN2C(=O)NC3(CCCCC3C)C2=O)cc1 (stereo not drawn),-2%
COc1ccc(C=Nc2cccnc2N)cc1,?
CCn1c(C)cc(C(=O)CN2C(=O)c3ccccc3S2(=O)=O)c1C,-4%

# Ordered by number of heavy atoms (ascending): part of the list above
SMILES,L3MBTL1 inh
[O-][n+]1c2ccccc2cc2ccccc21,6%
COc1ccc(C=Nc2cccnc2N)cc1,?
O=C(N/N=C/c1cc(O)ccc1Br)c1cccnc1,?
Cc1ccc(-n2c(-c3ccc(Cl)cc3Cl)n[nH]c2=S)cc1,0%
COc1ccc(-c2nc3ccc(C)cc3c(=O)o2)cc1OC,2%
O=C(Nc1nnc(CCc2ccccc2)s1)c1ccccc1F,9%
CN(C(=O)COc1ccc(-c2nnco2)cc1)C1CCS(=O)(=O)C1 (stereo not drawn),1%
Cc1ccccc1N1CCN(CCC(=O)Nc2ccc(F)cc2)CC1,6%[2.29 µM]
COc1ccc(C(=O)NC2CCN(S(=O)(=O)c3ccc(C)cc3)CC2)cc1,-2%
COc1ccc(C2=NN(C(=O)CCC(=O)O)C(c3ccc(OC)cc3)C2)cc1 (stereo not drawn),2%
Cc1ccc(S(=O)(=O)N2CCC[C@H]2C(=O)OCC(=O)N2CCc3ccccc32)cc1,3%
COc1cc(OC)cc(C(=O)N[C@H](C(=O)OCC(=O)Nc2cccnc2Cl)C(C)C)c1,4%
COc1ccc(S(=O)(=O)N2CCCCC2)cc1NS(=O)(=O)c1ccc(CNC(C)=O)cc1,22%
COc1cc2c(cc1OC)C(=O)N1[C@H]3c4cc(C)ccc4OC[C@@H]3[C@H](c3ccccc3)[C@]1(C)C(=O)N2,-1%
C=CCC[C@H](Cc1ccc(F)cc1)C(=O)OC[C@@H](Cc1c[nH]c2ccccc12)NC(=O)[C@@H](CC=C)CC(=O)N[C@H](CO)Cc1ccccc1,-1%
